P. falciparum M1AAP = malaria alanyl aminopeptidase activity blockers – biochemical, fluorogenic H-Leu-NHMec substrate, 1536-well (AID 1445) | recombinant M1AAP, H-Leu-NHMec fluorogenic kinetic assay; higher % means a stronger effect | one-dose inhibition, % at 30 µM; IC50 in µM for titrated hits | 0.42% of 220,000 active;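 active = primary inhibition above the hit cutoff, then over 50% inhibition at one or more dose response concentrations, cut at about 23% in these data, passing the limit was not always enough; inconclusive = conflicting primary data, or primary hits not chosen for dose response; inactive = low primary inhibition, or under 50% at every dose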;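 also: plate controls were DMSO full reaction for no effect and no enzyme background for full effect; strong numbers were not always called active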
M17LAP inhibition = P. falciparum M17LAP inhibitors, primary screen, biochemical, fluorogenic H-Leu-NHMec substrate, 1536-well (AID 1619); recombinant M17LAP, H-Leu-NHMec fluorogenic kinetic assay; higher % means a stronger effect; one-dose inhibition, % at 30 µM; IC50 in µM for titrated hits; 0.38% of 220,000 active;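 active = compound inhibiting the enzyme by more than half at any dose during confirmatory dose-response retesting; inconclusive = strong single-dose inhibitors picked by rank but not retested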;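 also: plate controls were full reaction with DMSO carrier for no effect and no enzyme background for full effect; strong numbers were not always called active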
ER stress rescue = protection against thapsigargin-triggered cell killing – 384-well, CSM14.1, ATP luminescence, primary screen (AID 1222) | 190,000 tested, under 10 active | cellular ATP content (survival), % at 20 µM, or EC50 in µM where a hit was titrated | CSM14.1 thapsigargin-induced death rescue, ATP luminescence; higher % means a stronger effect;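 active = EC50 below 50 µM in the dose-response confirmation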;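 also: death triggered by thapsigargin at about 15 µM added after 2 h compound pretreatment; cell ATP read after overnight thapsigargin exposure of roughly 18 to 22 hours; normalized against plate controls of thapsigargin alone and 5% DMSO vehicle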
Myeloid diff MLP = promotes myeloid progenitor differentiation; ER-HoxA9 myeloid progenitors, lysozyme-GFP differentiation, flow cytometry; calls only at 10 µM; 1% of 360,000 active;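 active = normalized GFP-positive differentiation at or above the plate's own cutoff, the solvent-only control mean plus 3 SD; inconclusive = no clear call, values can overlap the other calls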;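 also: cells exposed to compound for four days before flow analysis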
human PMI inhibition = MPI enzyme activity inhibition – biochemical, fluorescence intensity, coupled assay, primary screen (AID 1209) | one-dose inhibition, % at 20 µM; IC50 in µM for titrated hits | purified PMI enzyme, coupled fluorescence intensity; higher % means a stronger effect | 0.42% of 190,000 active;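 also: plate controls were DMSO vehicle for no effect and wells lacking substrate for full effect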
LYP phosphatase = PTPN22 lymphoid phosphatase activity blockers – biochemical, fluorescence intensity, uHTS (AID 1779). recombinant LYP phosphatase, fluorescence intensity; higher % means a stronger effect. one-dose inhibition, % at 11.5 µM; IC50 in µM for titrated hits. 0.054% of 290,000 active;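 also: plate controls were vehicle with enzyme for no effect and no enzyme for full effect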
TNAP activators = stimulation of alkaline phosphatase TNAP activity – biochemical, luminescent, no phosphate acceptor, uHTS, primary screen (AID 1001); activation fold at 20 µM; hits with a dose series show EC50 in µM; 0.03% of 200,000 active; purified TNAP, luminescent activation assay, no phosphate acceptor; higher activation fold means a stronger effect; in the data active = activation fold from about 3, or a potency from the dose series; inactive = the rest, 99 in 100 with activation fold below about 1.6; also: many of its hits are not listed in these tables
PMI inhibition = MPI inhibition at elevated mannose 6-phosphate – biochemical, fluorescence intensity, high mannose 6-phosphate, primary screen (AID 1220). recombinant PMI enzyme, coupled fluorescence intensity; higher % means a stronger effect. one-dose inhibition, % at 20 µM; IC50 in µM for titrated hits. 0.66% of 190,000 active
XIAP displacement = XIAP antagonists, biochemical, IAP family, fluorescence polarization (AID 1018). XIAP BIR domain, fluorescence polarization peptide displacement; higher % means a stronger effect. one-dose displacement, % at 20 µM; IC50 in µM for titrated hits. 0.007% of 200,000 active; in the data active = displacement above about 50%; also: a part of the inactive calls stands beside numbers as strong as those of hits
Myeloid diff MLP GFP+ MAC1+ % = recorded beside Myeloid diff MLP, whose call it bears; GFP+ MAC1+ double positive, %; measured here: differentiation confirmed by MAC1 staining
* hit, by the source's call; i = inactive; ? = inconclusive; · = not tested or not shown. Rule as the data show it, unless noted: active = inhibition above about 50%; inactive = the rest.

(1) O=C(Oc1ccc2cccc(OC(=O)N3CCOCC3)c2c1)N1CCOCC1
(2) N#CC1=C(N)Oc2n[nH]c(-c3ccccc3)c2C12C(=O)Nc1ccccc12 (stereo not drawn)
(3) CCCCN1C(=O)C(NC(C)=O)c2ccccc21 (stereo not drawn)
(4) O=C(c1ccco1)N1CCN=C1SCc1ccccc1Cl
(5) Nc1nc(N)c(N=Nc2ccc(S(N)(=O)=O)cc2)c(=O)[nH]1

entry no.,1,2,3,4,5
Myeloid diff MLP GFP+ MAC1+ %,1.0,0.8,0.5,2.2,0.5
Myeloid diff MLP,i,i,i,i,i
LYP phosphatase,-9%,-7%,5%,-6%,-2%
P. falciparum M1AAP,2%,1%,3%,5%,7%
M17LAP inhibition,0%,36%,-7%,14%,10%
PMI inhibition,5%,4%,6%,8%,·
human PMI inhibition,10%,9%,9%,12%,·
XIAP displacement,-0.8%,-0.2%,1.4%,-3.3%,·
TNAP activators,1,0.9,1.1,1.1,·
ER stress rescue,-2.0%,-2.6%,-0.7%,-0.5%,·

(6) Cc1ccc(S(=O)(=O)N2CCC(C(=O)N3CCC(C(=O)NCc4cccnc4)CC3)CC2)cc1
(7) Oc1ccccc1-c1nc2ccccc2nc1-c1ccccc1
(8) CN(C)CCCN(C(=O)CCc1ccccc1)c1nc2c(F)cccc2s1
(9) COc1ccc(C)cc1NC(=O)CN(Cc1nnc(-c2ccc(Cl)cc2)o1)C1CCCC1
(10) Nn1cc(-c2ccccc2)nc1SCC(=O)Nc1ccc(S(N)(=O)=O)cc1

entry no.,6,7,8,9,10
Myeloid diff MLP GFP+ MAC1+ %,1.2,0.4,0.4,0.4,1.5
Myeloid diff MLP,i,i,i,i,i
LYP phosphatase,1%,-6%,-6%,8%,-8%
P. falciparum M1AAP,0%,-2%,-3%,4%,7%
M17LAP inhibition,-5%,-10%,6%,-5%,17%
PMI inhibition,7%,·,4%,4%,·
human PMI inhibition,14%,·,16%,6%,·
XIAP displacement,-7.3%,·,1.6%,-7.0%,·
TNAP activators,1.1,·,1.1,1.1,·
ER stress rescue,-2.2%,·,-2.3%,·,·

(11) O=c1nc2ccccc2c(NS(=O)(=O)c2ccc(Cl)cc2)n1-c1ccccc1
(12) O=c1c2sccc2nc(SCc2cc(=O)n3ccccc3n2)n1Cc1ccccn1
(13) COc1ccccc1NC(=O)c1cc2ccccc2nc1C
(14) N#C/C(=C(/O)CN1CCCC1)c1nc(-c2ccccc2)cs1
(15) CC(C)(C)c1ccc(COn2c(=O)c(-c3ccco3)[n+]([O-])c3ccccc32)cc1

entry no.,11,12,13,14,15
Myeloid diff MLP GFP+ MAC1+ %,0.6,·,0.4,0.3,2.8
Myeloid diff MLP,i,·,i,i,i
LYP phosphatase,-4%,7%,1%,7%,2%
P. falciparum M1AAP,0%,10%,-3%,4%,20%
M17LAP inhibition,-5%,18%,6%,-1%,25%
PMI inhibition,-38%,-5%,-4%,·,-11%
human PMI inhibition,-14%,-6%,-6%,·,-12%
XIAP displacement,-0.9%,-6.5%,-4.7%,·,-2.0%
TNAP activators,1.1,1.1,1.1,·,1
ER stress rescue,-1.0%,-0.1%,-1.4%,·,-1.9%

(16) CC(=O)N1c2ccc(S(=O)(=O)CCC(=O)O)cc2CC1C (stereo not drawn)
(17) NC(=O)CC(NC(=O)Cc1ccc(Br)cc1)c1ccc(NCc2ccc(F)cc2)c([N+](=O)[O-])c1 (stereo not drawn)
(18) Cc1cc(NC(=O)c2cc(-c3ccc(O)cc3)on2)no1
(19) Oc1ccccc1-c1nc(N2CCCC2)c2ccccc2n1
(20) CCOC(=O)N1CCC(N(CCCOC)C(=O)Nc2ccc(CC)cc2)CC1

entry no.,16,17,18,19,20
Myeloid diff MLP GFP+ MAC1+ %,0.4,1.9,0.1,1.4,7.1
Myeloid diff MLP,i,i,i,i,i
LYP phosphatase,-10%,-10%,-7%,-2%,-7%
P. falciparum M1AAP,4%,0%,-1%,-5%,5%
M17LAP inhibition,3%,-11%,-2%,2%,-3%
PMI inhibition,2%,·,·,5%,2%
human PMI inhibition,-5%,·,·,7%,0%
XIAP displacement,-4.2%,·,·,-0.9%,-3.7%
TNAP activators,1.1,·,·,1.3,1.1
ER stress rescue,2.8%,·,·,1.1%,0.6%

(21) CCCC(=O)c1ccc(N2CCCCC2)c(F)c1
(22) COc1cccc(-n2c(Cc3cc(=O)[nH]c(=O)[nH]3)nnc2SCC(=O)NC2CCCCC2)c1
(23) Cn1cc(S(=O)(=O)Oc2ccccc2)c(=O)n(C)c1=O
(24) COc1ccc(N(CC(=O)N2CCN(c3ccccc3F)CC2)S(=O)(=O)c2c(C)n[nH]c2C)cc1
(25) Nc1c(C2=NCCO2)nnn1Cc1ccccc1

entry no.,21,22,23,24,25
Myeloid diff MLP GFP+ MAC1+ %,0.3,1.6,0.4,0.3,0.9
Myeloid diff MLP,i,i,i,i,i
LYP phosphatase,-6%,-5%,-5%,-2%,3%
P. falciparum M1AAP,8%,10%,1%,0%,5%
M17LAP inhibition,-5%,13%,-5%,1%,-8%
PMI inhibition,4%,12%,-18%,7%,-3%
human PMI inhibition,6%,3%,-12%,10%,1%
XIAP displacement,-2.8%,-1.4%,0.8%,-3.9%,-2.6%
TNAP activators,1.1,1.1,1,1.1,1.1
ER stress rescue,-0.1%,-1.3%,·,-0.7%,-1.2%

(26) COc1ccccc1Nc1c2c(nc3ccc(N)cc13)CCCC2
(27) CSc1oc(-c2ccc(F)cc2)nc1S(=O)(=O)c1ccccc1
(28) Cc1ccc(C(=O)Nc2cnc3ccccn3c2=O)cc1
(29) CC(Oc1ccccc1)C(=O)Nc1cccc(F)c1 (stereo not drawn)
(30) CCOC(=O)c1c(NC(=O)/C=C/c2ccc3c(c2)OCO3)sc(C)c1CC

entry no.,26,27,28,29,30
Myeloid diff MLP GFP+ MAC1+ %,0.1,6.4,1.0,1.2,0.8
Myeloid diff MLP,i,i,i,i,i
LYP phosphatase,-1%,-4%,-5%,-6%,-9%
P. falciparum M1AAP,4%,3%,5%,-6%,4%
M17LAP inhibition,-8%,-6%,4%,-4%,-17%
PMI inhibition,·,-25%,14%,-3%,1%
human PMI inhibition,·,-28%,19%,5%,8%
XIAP displacement,·,-2.2%,-4.8%,-4.3%,-2.6%
TNAP activators,·,1.1,1.1,1.1,1.1
ER stress rescue,·,3.7%,-2.3%,2.5%,-1.2%

A second format for part of the listing above.
nr	SMILES	Myeloid diff MLP GFP+ MAC1+ %	Myeloid diff MLP	LYP phosphatase	P. falciparum M1AAP	M17LAP inhibition	PMI inhibition	human PMI inhibition	XIAP displacement	TNAP activators	ER stress rescue
24	COc1ccc(N(CC(=O)N2CCN(c3ccccc3F)CC2)S(=O)(=O)c2c(C)n[nH]c2C)cc1	0.3	i	-2%	0%	1%	7%	10%	-3.9%	1.1	-0.7%
25	Nc1c(C2=NCCO2)nnn1Cc1ccccc1	0.9	i	3%	5%	-8%	-3%	1%	-2.6%	1.1	-1.2%
26	COc1ccccc1Nc1c2c(nc3ccc(N)cc13)CCCC2	0.1	i	-1%	4%	-8%	·	·	·	·	·
27	CSc1oc(-c2ccc(F)cc2)nc1S(=O)(=O)c1ccccc1	6.4	i	-4%	3%	-6%	-25%	-28%	-2.2%	1.1	3.7%
28	Cc1ccc(C(=O)Nc2cnc3ccccn3c2=O)cc1	1.0	i	-5%	5%	4%	14%	19%	-4.8%	1.1	-2.3%
29	CC(Oc1ccccc1)C(=O)Nc1cccc(F)c1 (stereo not drawn)	1.2	i	-6%	-6%	-4%	-3%	5%	-4.3%	1.1	2.5%
30	CCOC(=O)c1c(NC(=O)/C=C/c2ccc3c(c2)OCO3)sc(C)c1CC	0.8	i	-9%	4%	-17%	1%	8%	-2.6%	1.1	-1.2%

Remaining list, next part:
(31) O=C1C=C(O)C(n2cncn2)C(c2ccc3c(c2)OCO3)C1 (stereo not drawn)
(32) Cc1ccc(-n2nnnc2SCC(=O)N2CCN(C(=O)c3ccco3)CC2)c(C)c1
(33) CCOC(=O)c1c(-c2ccccc2)nc2c(C)cccn12
(34) CCCn1c2c(c(O)c(C(=O)Nc3nc4ccccc4s3)c1=O)CCCC2
(35) Cc1ccc(C(=O)NC(=S)Nc2ccc3[nH]c(=O)[nH]c3c2)cc1

entry no.,31,32,33,34,35
Myeloid diff MLP GFP+ MAC1+ %,0.3,1.0,0.7,0.4,1.3
Myeloid diff MLP,i,i,i,i,i
LYP phosphatase,-6%,-5%,-3%,-4%,-8%
P. falciparum M1AAP,6%,11%,5%,-10%,16%
M17LAP inhibition,7%,6%,-6%,9%,4%
PMI inhibition,6%,12%,-12%,·,-4%
human PMI inhibition,-8%,10%,-19%,·,6%
XIAP displacement,-4.2%,-0.4%,-2.2%,-2.7%,-1.8%
TNAP activators,1,1.2,1,1.1,1.1
ER stress rescue,·,-0.7%,0.7%,-0.3%,-3.3%

(36) Cc1ccc(S(=O)(=O)N2CCN(CC(=O)Nc3ccc(N4CCOCC4)cc3)CC2)cc1C
(37) COc1ccc(C2C(C(=O)c3ccco3)=C(O)C(=O)N2CCOCCO)cc1OC (stereo not drawn)
(38) NC(=O)CN1CCN(C2CC(=O)N(CCc3ccccc3)C2=O)CC1 (stereo not drawn)
(39) Cc1ccccc1NC(=O)C(=O)NC(C)CCc1ccccc1 (stereo not drawn)
(40) CCSc1nnc(NC(=O)CSc2nnc(CNC(=O)c3ccc(OC)c(OC)c3)o2)s1

entry no.,36,37,38,39,40
Myeloid diff MLP GFP+ MAC1+ %,0.4,8.8,0.0,0.2,1.2
Myeloid diff MLP,i,i,i,i,i
LYP phosphatase,7%,-11%,-3%,-1%,2%
P. falciparum M1AAP,0%,3%,-10%,1%,7%
M17LAP inhibition,1%,15%,12%,9%,21%
PMI inhibition,1%,12%,4%,15%,-16%
human PMI inhibition,9%,-4%,3%,15%,-7%
XIAP displacement,-2.4%,-5.0%,-12%,-4.6%,-2.4%
TNAP activators,1.1,1.1,1.1,1.1,1.1
ER stress rescue,-0.7%,-2.5%,-1.7%,-1.4%,0.0%

(41) CC1(C)CC2(CCCN3C(=O)CSC32)CCS1 (stereo not drawn)
(42) COc1ccc(OC)c(Cc2nnc(CCC(=O)NCc3ccc(C)s3)o2)c1
(43) CC1CCN(C(=S)c2ccc(O)cc2)CC1
(44) CC1CCCN(c2ccc([N+](=O)[O-])cc2C(=O)c2ccccc2)C1 (stereo not drawn)

entry no.,41,42,43,44
Myeloid diff MLP GFP+ MAC1+ %,0.5,0.3,0.7,·
Myeloid diff MLP,i,i,i,?
LYP phosphatase,-5%,-9%,-2%,8%
P. falciparum M1AAP,3%,-1%,4%,7%
M17LAP inhibition,4%,-11%,-2%,5%
PMI inhibition,-1%,·,-15%,14%
human PMI inhibition,-6%,·,-4%,24%
XIAP displacement,-3.2%,-4.7%,-4.4%,-5.9%
TNAP activators,1.1,1.1,1,1.1
ER stress rescue,-1.3%,-2.5%,-0.6%,13%

Bioassay records: PubChem BioAssay, several laboratories
